High-throughput results deposited in PubChem by The Scripps Research Institute Molecular Screening Center.
PKA-R2B activ: activators of PKA-R2B holoenzyme, primary screen, biochemical, fluorescence polarization, Cy5-IP20, human | PKA-R2B holoenzyme dissociation; R2B truncated from residue 108, S112A mutant; 0% DMSO only, 100% 113 µM cGMP | activation, % at 11.4 µM | AID 504700, 2011 | 0.079% of 340,000 active;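 active = activation above a cutoff set at the mean over all compounds plus 3 SD, cut at about 18% in these data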;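 note: higher means more holoenzyme dissociation and a rise in polarization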
DAGLB inhibitor: DAGLB lipase inhibitors, primary screen, biochemical, fluorescence, HTS; 0.059% of 340,000 active; AID 504411, 2011; Diacylglycerol lipase-beta (Homo sapiens), Q8NCG7; HEK293T DAGLB membrane lysate, EnzChek fluorogenic substrate; inhibition, % at 5.17 µM; in the data active = inhibition above about 34%;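 note: 0% = enzyme with vehicle and 100% = wells lacking enzyme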
Target sequence (Q8NCG7 whole entry, looked up): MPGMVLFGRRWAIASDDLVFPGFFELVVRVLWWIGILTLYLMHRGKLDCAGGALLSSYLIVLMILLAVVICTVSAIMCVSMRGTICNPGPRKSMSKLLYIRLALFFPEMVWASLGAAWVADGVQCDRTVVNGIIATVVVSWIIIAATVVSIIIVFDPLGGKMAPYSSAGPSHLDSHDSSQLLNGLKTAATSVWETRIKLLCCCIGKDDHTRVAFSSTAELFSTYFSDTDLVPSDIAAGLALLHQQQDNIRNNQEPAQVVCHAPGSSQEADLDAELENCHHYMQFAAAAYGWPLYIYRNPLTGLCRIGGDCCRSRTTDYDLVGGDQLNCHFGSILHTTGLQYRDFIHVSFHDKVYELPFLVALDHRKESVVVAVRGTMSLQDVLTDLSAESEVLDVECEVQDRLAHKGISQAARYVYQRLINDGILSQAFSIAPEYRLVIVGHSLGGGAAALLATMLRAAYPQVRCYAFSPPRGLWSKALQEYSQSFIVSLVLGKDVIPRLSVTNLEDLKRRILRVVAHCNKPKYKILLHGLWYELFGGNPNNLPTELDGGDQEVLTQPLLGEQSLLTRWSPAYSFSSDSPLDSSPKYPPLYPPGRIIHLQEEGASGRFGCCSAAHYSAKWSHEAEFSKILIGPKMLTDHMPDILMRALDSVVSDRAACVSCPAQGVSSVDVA
An asterisk follows results filed as active. The list is partial (hit frequency here may not be typical).

> COc1ccc(S(=O)(=O)Nc2ccc3c(c2)C(=O)N([C@@H](C)CO)C[C@@H](C)[C@H](CN(C)C(=O)CCCN(C)C)OCCCC[C@H](C)O3)cc1
- PKA-R2B activ: 2
- DAGLB inhibitor: 0

> Cc1ccc(S(=O)(=O)N(C)C[C@@H]2OCc3cn(nn3)CCCC(=O)N([C@@H](C)CO)C[C@H]2C)cc1
- PKA-R2B activ: -6
- DAGLB inhibitor: -1

> CCC[C@H]1CN(c2ccccc2)C(=O)[C@@H]1CC(=O)Nc1ccc(OC)cc1
- PKA-R2B activ: -12
- DAGLB inhibitor: -2

> C[C@@H]1CN([C@@H](C)CO)C(=O)CCCn2nncc2CO[C@H]1CN(C)C(=O)c1ccncc1
- PKA-R2B activ: -8
- DAGLB inhibitor: -3

> COCOCCn1cc(CN2CCS(=O)(=O)N(Cc3ccc(-c4ccc(OC)nc4)cc3)C(C(C)C)C2=O)nn1 (stereo not drawn)
- PKA-R2B activ: 4
- DAGLB inhibitor: 1

> O=C(c1cccs1)N1C[C@H](n2cc(C3CC3)nn2)[C@@H](O)C[C@@H]1c1ccccc1
- PKA-R2B activ: 6
- DAGLB inhibitor: 4

> CCN(CC)C(=O)C1=C(C)N(CCCN2CCCC2=O)C(=O)C(CC(=O)NC2CC2)C1 (stereo not drawn)
- PKA-R2B activ: 2
- DAGLB inhibitor: -1

> O=C(O)c1cccc2c1C(=O)c1ccc(N3CCN(Cc4ccc5c(c4)OCO5)CC3)cc1S2(=O)=O
- PKA-R2B activ: -4
- DAGLB inhibitor: 0

> C[C@H](CO)N1C[C@H](C)[C@@H](CN(C)S(=O)(=O)c2ccc(-n3cccn3)cc2)OCc2cn(nn2)CCCC1=O
- PKA-R2B activ: 2
- DAGLB inhibitor: -2

> C[C@@H]1CN([C@@H](C)CO)C(=O)CCCn2nncc2CO[C@@H]1CN(C)S(=O)(=O)c1ccc(-c2ccccc2)cc1
- PKA-R2B activ: 9
- DAGLB inhibitor: 0

> CN(Cc1ccccc1)C(=O)c1[nH]cnc1C(=O)Nc1ccc(Br)cc1F
- PKA-R2B activ: -9
- DAGLB inhibitor: 0

> CCCCN1C(=O)C(CC(=O)NCC2CCCCC2)CC(C(=O)N(CC)CC)=C1C (stereo not drawn)
- PKA-R2B activ: -10
- DAGLB inhibitor: -6

> CN1CCN(C2CN(Cc3ccc([N+](=O)[O-])cc3)S(=O)(=O)C2)CC1 (stereo not drawn)
- PKA-R2B activ: 11
- DAGLB inhibitor: 1

> CN1C(=O)[C@H]2[C@@H](c3ccc(C(F)(F)F)cc3)N[C@]3(CCCN(Cc4ccc(Br)cc4)C3=O)[C@H]2C1=O
- PKA-R2B activ: 4
- DAGLB inhibitor: -2

> CC1(C)CC(=O)C=C(c2ccc(-c3cnn(Cc4ccccc4)c3)cc2)C1=O
- PKA-R2B activ: 1
- DAGLB inhibitor: 1

Molecules above that have fluorine (two):
> CN(Cc1ccccc1)C(=O)c1[nH]cnc1C(=O)Nc1ccc(Br)cc1F
- PKA-R2B activ: -9
- DAGLB inhibitor: 0

> CN1C(=O)[C@H]2[C@@H](c3ccc(C(F)(F)F)cc3)N[C@]3(CCCN(Cc4ccc(Br)cc4)C3=O)[C@H]2C1=O
- PKA-R2B activ: 4
- DAGLB inhibitor: -2

The listing picks up; the 4 compounds before the break are reprinted first.
> CCCCN1C(=O)C(CC(=O)NCC2CCCCC2)CC(C(=O)N(CC)CC)=C1C (stereo not drawn)
- PKA-R2B activ: -10
- DAGLB inhibitor: -6

> CN1CCN(C2CN(Cc3ccc([N+](=O)[O-])cc3)S(=O)(=O)C2)CC1 (stereo not drawn)
- PKA-R2B activ: 11
- DAGLB inhibitor: 1

> CN1C(=O)[C@H]2[C@@H](c3ccc(C(F)(F)F)cc3)N[C@]3(CCCN(Cc4ccc(Br)cc4)C3=O)[C@H]2C1=O
- PKA-R2B activ: 4
- DAGLB inhibitor: -2

> CC1(C)CC(=O)C=C(c2ccc(-c3cnn(Cc4ccccc4)c3)cc2)C1=O
- PKA-R2B activ: 1
- DAGLB inhibitor: 1

> CC(C)OC(=O)N(C)C[C@@H]1OCc2cn(nn2)CCCC(=O)N([C@H](C)CO)C[C@H]1C
- PKA-R2B activ: 9
- DAGLB inhibitor: -2

> C[C@H](CO)N1C[C@H](C)[C@H](CN(C)S(=O)(=O)c2ccc(Oc3ccccc3)nc2)OCc2cnnn2CCCC1=O
- PKA-R2B activ: -12
- DAGLB inhibitor: -2

> C[C@H]1CN([C@@H](C)CO)S(=O)(=O)c2ccc(Br)cc2O[C@@H]1CN(C)C(=O)Cc1cccnc1
- PKA-R2B activ: 4
- DAGLB inhibitor: 2

> CCCCN1C(=O)C(CC(=O)NCC2CCCCC2)CC(C(=O)N2CCOCC2)=C1C (stereo not drawn)
- PKA-R2B activ: -12
- DAGLB inhibitor: -3

> COc1ccc(NC(=O)C[C@@H]2C(=O)N(Cc3ccccc3)CC2(C)C)cc1
- PKA-R2B activ: -4
- DAGLB inhibitor: 0

> C[C@H](CO)N1C[C@H](C)[C@@H](CN(C)S(=O)(=O)c2ccc3ccccc3c2)OCc2cnnn2CCCC1=O
- PKA-R2B activ: -15
- DAGLB inhibitor: -3

> CC1(C)CC(=O)C=C(c2ccc(COC(=O)c3ccc(-c4ccccc4)cc3)cc2)C1=O
- PKA-R2B activ: 5
- DAGLB inhibitor: -11

> COc1cccc(S(=O)(=O)N(C)C[C@H]2Oc3ncc(Br)cc3C(=O)N([C@@H](C)CO)C[C@@H]2C)c1
- PKA-R2B activ: 1
- DAGLB inhibitor: -2

> C[C@H]1CN([C@@H](C)CO)C(=O)c2cc(Br)cnc2O[C@@H]1CN(C)C(=O)Nc1ccc(C(F)(F)F)cc1
- PKA-R2B activ: -6
- DAGLB inhibitor: 1

> Cc1ccc([C@@H]2CC(=O)[C@@H]3CN(S(=O)(=O)c4ccc(C)cc4)[C@H](c4ccccc4)C[C@@H]3N2S(=O)(=O)c2ccc(Cl)cc2)cc1
- PKA-R2B activ: 3
- DAGLB inhibitor: -12

> C[C@H]1CN([C@@H](C)CO)C(=O)CCCn2cc(nn2)CO[C@@H]1CN(C)S(=O)(=O)c1ccc(Oc2ccccc2)cc1
- PKA-R2B activ: -3
- DAGLB inhibitor: -1

> C[C@@H]1CN([C@H](C)CO)C(=O)CCCn2cc(nn2)CO[C@H]1CN(C)S(=O)(=O)c1ccccc1C#N
- PKA-R2B activ: 0
- DAGLB inhibitor: 7

> CC1=C(C(=O)N(C)C)CC(CC(=O)NCc2cccc3ccccc23)C(=O)N1CCCN1CCCC1=O (stereo not drawn)
- PKA-R2B activ: -4
- DAGLB inhibitor: 2

> C[C@@H]1CN([C@@H](C)CO)C(=O)CCCn2cc(nn2)CO[C@H]1CN(C)C(=O)c1ccc2ccn(C)c2c1
- PKA-R2B activ: 8
- DAGLB inhibitor: 1

> COc1ccc(CN(C)C[C@H]2OCCCC[C@@H](C)Oc3ccc(NC(=O)c4ccccc4)cc3C(=O)N([C@H](C)CO)C[C@@H]2C)cc1
- PKA-R2B activ: -3
- DAGLB inhibitor: 3

> CCCCCC(=O)N1C[C@H](O)[C@@H](n2cc(COC(=O)c3ccccc3)nn2)C[C@@H]1c1ccccc1
- PKA-R2B activ: 1
- DAGLB inhibitor: -2

> Cc1ccc2nc3n(c(=O)c2c1)-c1cc2ccccc2cc1C(=O)NC3Cc1ccc(O)cc1 (stereo not drawn)
- PKA-R2B activ: 7
- DAGLB inhibitor: 2

> CS(=O)(=O)c1ccc(Cl)c(NC(=O)CSc2nnc3n2CCCCC3)c1
- PKA-R2B activ: 3
- DAGLB inhibitor: -2

> COC(=O)C[C@H]1C[C@H]2c3cc(NC(=O)Nc4ccc(C(F)(F)F)cc4)ccc3O[C@H]2[C@@H](CO)O1
- PKA-R2B activ: 0
- DAGLB inhibitor: -3

> Cc1ccc([C@H]2N[C@]3(CCCN(CC4CCCCC4)C3=O)[C@H]3C(=O)N(Cc4ccccc4)C(=O)[C@@H]23)cc1
- PKA-R2B activ: -4
- DAGLB inhibitor: 1

> CC(=O)N(C)C[C@@H]1Oc2ncc(C#Cc3ccc(F)cc3)cc2C(=O)N([C@@H](C)CO)C[C@H]1C
- PKA-R2B activ: -5
- DAGLB inhibitor: 6

> Cc1ccc([C@@H]2CC(=O)[C@@H]3CN(S(=O)(=O)c4ccc(C)cc4)[C@H](c4cccc(Cl)c4)C[C@@H]3N2S(=O)(=O)c2ccc(Cl)cc2)cc1
- PKA-R2B activ: -6
- DAGLB inhibitor: -20

> C[C@H]1CN([C@@H](C)CO)C(=O)CCCn2cc(nn2)CO[C@@H]1CN(C)C(=O)Cc1ccccc1
- PKA-R2B activ: 2
- DAGLB inhibitor: 6

> CCC[C@H]1CN(Cc2cccnc2)C(=O)[C@@H]1CC(=O)Nc1ccc(Br)cc1
- PKA-R2B activ: -6
- DAGLB inhibitor: 0

> COc1ccc(CNC(=O)OC23CN(C(=O)OC(C)C)N(C(=O)OC(C)C)CC2(O)CN(S(=O)(=O)c2ccc(C)cc2)C3)cc1OC (stereo not drawn)
- PKA-R2B activ: 9
- DAGLB inhibitor: -2

> O=C(C[C@@H]1C[C@@H]2c3cc(NS(=O)(=O)c4ccc(F)cc4)ccc3O[C@@H]2[C@@H](CO)O1)NC1CCCCC1
- PKA-R2B activ: 1
- DAGLB inhibitor: -1

> CCN(CC1CCCO1)C(=O)CCc1nnc(CCc2ccccc2)o1 (stereo not drawn)
- PKA-R2B activ: 3
- DAGLB inhibitor: -1

> C[C@@H]1CN([C@@H](C)CO)S(=O)(=O)c2ccc(Br)cc2O[C@H]1CN(C)C(=O)Cc1cccnc1
- PKA-R2B activ: 2
- DAGLB inhibitor: 2

> C[C@@H]1CN([C@@H](C)CO)C(=O)c2cc(C#CC(C)(C)O)cnc2O[C@@H]1CN(C)C(=O)c1ccccc1F
- PKA-R2B activ: 7
- DAGLB inhibitor: -1

> CCc1ccc([C@@H]2C[C@H]3[C@@H](CN2S(=O)(=O)c2ccc(C)cc2)C(=O)C[C@@H](c2ccccc2F)N3S(=O)(=O)c2ccc(C)cc2)cc1
- PKA-R2B activ: 2
- DAGLB inhibitor: -20

Individual results from the list.
Under DAGLB inhibitor, CC(=O)N(C)C[C@@H]1Oc2ncc(C#Cc3ccc(F)cc3)cc2C(=O)N([C@@H](C)CO)C[C@H]1C is listed with 6
Under DAGLB inhibitor, CCCCCC(=O)N1C[C@H](O)[C@@H](n2cc(COC(=O)c3ccccc3)nn2)C[C@@H]1c1ccccc1 is listed with -2

Structures listed so far containing a Cl atom:
> Cc1ccc([C@@H]2CC(=O)[C@@H]3CN(S(=O)(=O)c4ccc(C)cc4)[C@H](c4ccccc4)C[C@@H]3N2S(=O)(=O)c2ccc(Cl)cc2)cc1
- PKA-R2B activ: 3
- DAGLB inhibitor: -12

> CS(=O)(=O)c1ccc(Cl)c(NC(=O)CSc2nnc3n2CCCCC3)c1
- PKA-R2B activ: 3
- DAGLB inhibitor: -2

> Cc1ccc([C@@H]2CC(=O)[C@@H]3CN(S(=O)(=O)c4ccc(C)cc4)[C@H](c4cccc(Cl)c4)C[C@@H]3N2S(=O)(=O)c2ccc(Cl)cc2)cc1
- PKA-R2B activ: -6
- DAGLB inhibitor: -20

Going on with the list.
> C[C@@H]1CN([C@@H](C)CO)C(=O)c2c(c3ccccc3n2C)-c2ccccc2CO[C@H]1CN(C)S(=O)(=O)c1ccc(C#N)cc1
- PKA-R2B activ: -4
- DAGLB inhibitor: -4

> COc1ccc(CN2C(=O)C(CC(=O)NCc3ccco3)CC(C(=O)N(C)C)=C2C)cc1 (stereo not drawn)
- PKA-R2B activ: 12
- DAGLB inhibitor: 4

> COC(=O)N(C)C[C@@H]1OCc2cnnn2CCCC(=O)N([C@H](C)CO)C[C@@H]1C
- PKA-R2B activ: 1
- DAGLB inhibitor: 0

> CC(C)C#Cc1cnc2c(c1)C(=O)N([C@H](C)CO)C[C@@H](C)[C@H](CN(C)C(=O)Nc1ccccc1F)O2
- PKA-R2B activ: -6
- DAGLB inhibitor: 1

> CC(C)(C)OC(=O)N1CCC(NC(=O)c2[nH]cnc2C(=O)Nc2ccc(Br)cc2F)CC1
- PKA-R2B activ: -2
- DAGLB inhibitor: -4
